TAG inh – inhibitors of triacylglycerol accumulation, primary screen, cell-based, uHTS, fluorescence, H9c2. H9c2 cells, Nile Red lipid (TAG) fluorescence; cells loaded with 200 µM oleic acid. inhibition, % at 12.5 µM. 230,000 compounds, 0.66% hits. AID 651582, 2012;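 active = pattern-corrected inhibition of lipid staining of at least 50% with the nuclear-stain viability signal not falling by more than 50%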;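 also: 0% = DMSO wells and 100% = triacsin C control wells; some results filed as inactive read as strong as hits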
TAG inh DAPI viability – recorded beside TAG inh, whose call it bears; DAPI nuclei signal change (viability), lower = more cytotoxic, %;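 whole-well DAPI fluorescence read on a plate reader as a viability signal; minus 50 percent equals half of cells still viable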
The depositor's hits bear a star. Not all compounds are listed; the hit share may differ from the screen's.

SMILES	TAG inh	TAG inh DAPI viability
Cc1cccc(N2C(=O)NC(=O)/C(=C/c3ccc(N4CCOCC4)cc3)C2=O)c1	-3	1
S=P(NCCNP(=S)(N1CC1)N1CC1)(N1CC1)N1CC1	5	-1
CCOC(=O)C1(c2ccccc2)CCN(CCC(=O)Nc2ccc(OC)cc2)CC1	-5	15
CCN1CCN(c2nc3c(c(=O)[nH]2)CCC3)CC1	5	-2
Cc1cccc(N2C(=O)NC(=O)/C(=C\c3ccc4c(c3)CCCN4Cc3ccccc3)C2=O)c1	-11	4
O=[N+]([O-])c1ccc(O)c([N+](=O)[O-])c1	-1	-14
O=C1NC(=O)C(=Cc2ccc(-c3ccccc3[N+](=O)[O-])o2)C(=O)N1	0	1
O=C(c1ccc(N2CCCCCC2)c([N+](=O)[O-])c1)N1CCC2(CC1)OCCO2	-7	4
CN1CCN(C(=O)COc2ccc(N(C)S(=O)(=O)c3ccc(F)cc3)cc2)CC1	-9	11
O=C(COC(=O)Cc1ccccc1)NC(=O)NC1CCCCC1	5	-4
O=c1[nH]c(=O)n(C2CCCCCC2)c(O)c1C=NCCCN1CCOCC1	15	-5
CC12Cc3cn[nH]c3C=C1CCC1C2CCC2(C)C1CCC2(C)O (configuration not stated)	4	1
C=CCN1C(=O)NC(=O)/C(=C/c2ccc(OC)c(COc3ccc(NC(C)=O)cc3)c2)C1=O	8	-1
O=C1CN=C(c2ccccc2)c2c(sc3c2CCCC3)N1	-46	-4
NS(=O)(=O)c1ccc(N2CCNCC2)cc1	-2	-2
COC(=O)C1=C(c2cccc(C#N)c2)C[C@@H]2CC[C@H]1N2C(=O)NCC1CC1	8	-9
O=C(c1cc(F)ccc1F)C1CCCN(Cc2cccc(Cl)c2)C1 (configuration not stated)	-27	5
O=C1NCCN2CCCC12 (configuration not stated)	4	-7
COc1ccc(-c2nn(CCC#N)cc2C(=O)NCc2ccccc2)cc1	4	-5
O=C(O)COc1ccccc1/C=C1\C(=O)NC(=O)N(CCC2=CCCCC2)C1=O	16	-3
O=C(NCC(c1cccnc1)N1CCN(c2ccccc2F)CC1)Oc1ccccc1 (configuration not stated)	-3	5
CCCCn1c(O)c(/C(C)=N/NC(=O)Nc2ccccc2)c(=O)[nH]c1=O	3	-1
CN1C[C@@H]2C[C@@H](c3cccn3-c3ccccn3)N3CCC[C@@]23C1=O	2	1
CC1(C)CC2(CCO1)NCCN1C(=O)CSC12 (configuration not stated)	9	-8
CC(C)Sc1nnc(OC(=O)N(C)C)n1-c1ccccc1	-18	6
S=C1Nc2ccccc2Sc2ccccc21	-18	11
Cc1nn(Cc2ccc(Cl)cc2Cl)c(Cl)c1C(=O)O	3	-2
CCCCn1c(N)c(N(CCOC)C(=O)CN2CC=C(c3ccccc3)CC2)c(=O)[nH]c1=O	1	0
CC(C)CCNC(=O)c1c(N)n(CC2CCCO2)c2nc3ccccc3nc12 (configuration not stated)	27	53
CN1Cc2ccccc2-n2nncc2C1	-16	12

22 neighbouring records out of the list so far, quoted:
SMILES	TAG inh	TAG inh DAPI viability
CN1CCN(C(=O)COc2ccc(N(C)S(=O)(=O)c3ccc(F)cc3)cc2)CC1	-9	11
O=C(COC(=O)Cc1ccccc1)NC(=O)NC1CCCCC1	5	-4
O=c1[nH]c(=O)n(C2CCCCCC2)c(O)c1C=NCCCN1CCOCC1	15	-5
CC12Cc3cn[nH]c3C=C1CCC1C2CCC2(C)C1CCC2(C)O (configuration not stated)	4	1
C=CCN1C(=O)NC(=O)/C(=C/c2ccc(OC)c(COc3ccc(NC(C)=O)cc3)c2)C1=O	8	-1
O=C1CN=C(c2ccccc2)c2c(sc3c2CCCC3)N1	-46	-4
NS(=O)(=O)c1ccc(N2CCNCC2)cc1	-2	-2
COC(=O)C1=C(c2cccc(C#N)c2)C[C@@H]2CC[C@H]1N2C(=O)NCC1CC1	8	-9
O=C(c1cc(F)ccc1F)C1CCCN(Cc2cccc(Cl)c2)C1 (configuration not stated)	-27	5
O=C1NCCN2CCCC12 (configuration not stated)	4	-7
COc1ccc(-c2nn(CCC#N)cc2C(=O)NCc2ccccc2)cc1	4	-5
O=C(O)COc1ccccc1/C=C1\C(=O)NC(=O)N(CCC2=CCCCC2)C1=O	16	-3
O=C(NCC(c1cccnc1)N1CCN(c2ccccc2F)CC1)Oc1ccccc1 (configuration not stated)	-3	5
CCCCn1c(O)c(/C(C)=N/NC(=O)Nc2ccccc2)c(=O)[nH]c1=O	3	-1
CN1C[C@@H]2C[C@@H](c3cccn3-c3ccccn3)N3CCC[C@@]23C1=O	2	1
CC1(C)CC2(CCO1)NCCN1C(=O)CSC12 (configuration not stated)	9	-8
CC(C)Sc1nnc(OC(=O)N(C)C)n1-c1ccccc1	-18	6
S=C1Nc2ccccc2Sc2ccccc21	-18	11
Cc1nn(Cc2ccc(Cl)cc2Cl)c(Cl)c1C(=O)O	3	-2
CCCCn1c(N)c(N(CCOC)C(=O)CN2CC=C(c3ccccc3)CC2)c(=O)[nH]c1=O	1	0
CC(C)CCNC(=O)c1c(N)n(CC2CCCO2)c2nc3ccccc3nc12 (configuration not stated)	27	53
CN1Cc2ccccc2-n2nncc2C1	-16	12

Already shown: an excerpt of the list.
SMILES	TAG inh	TAG inh DAPI viability
CC(C)CCNC(=O)c1c(N)n(CC2CCCO2)c2nc3ccccc3nc12 (configuration not stated)	27	53
CN1Cc2ccccc2-n2nncc2C1	-16	12

Later entries
SMILES	TAG inh	TAG inh DAPI viability
Cc1nc2cc(C(F)(F)F)ccc2n1C1CCN(Cc2nnnn2Cc2cccs2)CC1	29	-12
COc1ccc(CN2Cc3cnnn3-c3ccccc3C2c2ccccc2)cc1 (configuration not stated)	-4	9
CCc1ccc(OCCCN=C(C)c2c(O)n(C)c(=O)n(C)c2=O)cc1	-23	-12
CC(C)C[C@H](NP(=O)(O)O[C@@H]1O[C@@H](C)[C@H](O)[C@@H](O)[C@H]1O)C(=O)N[C@@H](Cc1c[nH]c2ccccc12)C(=O)O	1	-3
CCOc1cccc(C2NCc3ccccc3-n3cccc32)c1O (configuration not stated)	9	-5
CC(=O)OC1N=C(c2ccccc2Cl)c2cc(Br)ccc2NC1=O (configuration not stated)	-2	-7
O=c1[nH]c(=S)n(CCC2=CCCCC2)c(O)c1/C=N/N1CCOCC1	-1	-2
O=C(Nc1ccc(F)cc1F)c1cccn(Cc2ccccc2)c1=O	-21	-3
Nc1ncn[nH]1	-1	-6
C/C(=N\Nc1ccccc1)c1c(O)n(-c2ccccc2)c(=O)[nH]c1=O	-12	0
Clc1ccc(COC(Cn2ccnc2)c2ccc(Cl)cc2Cl)cc1 (configuration not stated)	-6	3
O=C1NC(=O)N(c2ccccc2)C(=O)/C1=C/c1ccoc1	5	-5
Cc1cc(N2CCOCC2)ccc1/C=C1\C(=O)NC(=O)N(c2ccccc2)C1=O	-14	22
CC(=O)c1c(C)n(Cc2ccccc2Cl)c2ccc(O)cc12	10	-19
COc1c(O)ccc2c1-c1c3c(cc4c1C(C2)N(C)CC4)OCO3 (configuration not stated)	5	-2
O=c1[nH]cnc2nc(-c3ccc(N(CCCl)CCCl)cc3)[nH]c12	-6	106
O=C(COc1ccccc1)N1CCN(C2CC3CCC2C3)CC1 (configuration not stated)	8	-2
CC(Cc1ccccc1)/[N+]([O-])=C\c1ccc(C(F)(F)F)cc1 (configuration not stated)	9	-15
COc1ccc(-n2c(=O)[nH]c3ccccc3c2=O)cc1	7	-3
Cc1ccccc1CN1CCN(C(=O)Cc2ccccc2)CC1	5	2
COc1ccc(C(=O)C2CN(C)CC2c2ccc(Cl)cc2)cc1 (configuration not stated)	-8	33
C[C@@H](N)Cc1cnc[nH]1	-2	-6
CCN(CC)CCCC(C)N=C(c1ccccc1)c1c(O)n(C)c(=O)n(C)c1=O (configuration not stated)	-1	1
c1ccc(N2[C@@H]3CC[C@H]2c2ccccc2C3)cc1	-22	4
COc1cccc(NC2=NCCCS2)c1	9	-1
O=C(COC(=O)Cc1ccccc1)NCCNC(=O)COC(=O)Cc1ccccc1	-5	0
CC(Cc1cnccn1)NCc1c(C(=O)N2CCCCCCC2)nc2ccc(Cl)cn12 (configuration not stated)	-6	5
O=C(Cc1ccccc1)Oc1ccccc1N1C(=O)CCC1=O	-1	23
Clc1ccc(CCC(Cn2ccnc2)Sc2c(Cl)cccc2Cl)cc1 (configuration not stated)	-29	15
CCCOc1ccc(N2C(=O)CC(N3CC=C(c4ccccc4)CC3)C2=O)cc1 (configuration not stated)	9	2
COc1ccc(-n2c(O)c(C=Nc3c(C)n(C)n(-c4ccccc4)c3=O)c(=O)[nH]c2=O)cc1	5	-9
Fc1ccc(CNCCc2ccc3c(c2)OCO3)cc1	2	0
Cn1cc(C(=O)NP(=O)(N2CCOCC2)N2CCOCC2)c2ccccc21	9	-8
COc1ccc(C(=O)C23CN4CN(CN(C4)C2)C3)cc1	-10	1
O=c1[nH]c(O)c(C=NCCc2ccccc2)c(=O)[nH]1	-5	1
Cc1ccc(N2C(=O)/C(=C/c3ccc(CN(CCC#N)S(C)(=O)=O)o3)C(=O)NC2=S)cc1	-2	-3
CN1CCN2c3ccc(N)cc3CC3(C(=O)NC(=O)NC3=O)C2C1 (configuration not stated)	-2	-3
C/C(=N\NC(=O)c1ccncc1)c1c(O)n(-c2ccccc2)c(=O)[nH]c1=O	-3	0
CN1CCN(/N=C/c2c(O)n(Cc3ccc(F)cc3)c(=O)[nH]c2=O)CC1	8	-4
O=C(c1cc(-c2cccnc2)nc2ccc(Cl)cc12)N1CCC2(CC1)OCCO2	5	-16
CCCCN1CCC(O)(c2ccccc2)C(C(=O)c2ccccc2)C1 (configuration not stated)	9	-2
O=C(C1CC(=O)N(C2CCCCC2)C1)N1CCC2(CC1)OCCO2 (configuration not stated)	8	0
C=CCN1C(=O)NC(=O)/C(=C/c2cc3c4c(c2)CCCN4CCC3)C1=O	5	12
C[C@@H]1CN([C@H](C)CO)C(=O)CCCn2nncc2CO[C@@H]1CN(C)C(=O)Oc1cccc2ccccc12	8	3
COc1c(C)cc(C(=O)C2CCCN(C3CCOCC3)C2)cc1C (configuration not stated)	-6	-3
O=C(CN1CCCCC1)c1ccc2c(c1)OCO2	-8	-1
OCC#CC[N+]1(CC#Cc2ccccc2)CCOCC1	7	-5
O=C(COc1ccc(Cl)cc1)N(c1ccccc1Cl)C1CN2CCC1CC2 (configuration not stated)	42	-23
c1ccc(CCN2CCCCC2)nc1	-2	-1
COCCNC(=O)CN1C2CCC1CC(O)(c1cccnc1)C2 (configuration not stated)	9	-3
Later entries.
SMILES	TAG inh	TAG inh DAPI viability
COC(=O)C1=C(c2cccc(OCc3ccccc3)c2)C[C@@H]2CC[C@H]1N2C(=O)NCc1cccc(F)c1	-5	-5
CCCCn1c(O)c(C(CC)=Nc2ccc(OCC)cc2)c(=O)[nH]c1=O	-136	-24
Cc1ccc(S(=O)(=O)CC(=O)c2cc(C)c(OC(=O)N(C)C)c(C)c2)cc1	-2	-8
NC(Cc1ccccc1)c1nc(-c2ccccc2)no1 (configuration not stated)	-7	4
Cc1ccc2c(c1)Oc1ccccc1N=C2	0	-4
O=C1C2CCCN2C(c2cccnc2)N1c1cccc(Cl)c1 (configuration not stated)	2	11
CN(C)CC(C(=O)Cc1ccccc1)c1ccccc1 (configuration not stated)	113	-65
CC(=O)Nc1ccccc1OC(=O)N(C)C	5	-17
CCC(=NCc1cccnc1)c1c(O)n(-c2ccc(C)cc2)c(=O)[nH]c1=O	-10	11
COc1ccc(C)cc1NC1=NC(C)(C)CS1	-9	0
COC(=O)C1CN(C#N)N(c2ccc(Cl)cc2)C12c1ccccc1-c1ccccc12 (configuration not stated)	134	-63
CCOP(=O)(C#CC(C)(C)C)C(O)(c1ccccc1)C(F)(F)F (configuration not stated)	-9	3
CN1C(=O)C(=Cc2ccc(SC3CCCCC3)o2)C(=O)N(C)C1=O	-9	7
CC12CN3CC(c4ccccc4)(CN(C1)C31CCCCC1)C2=O	-14	1
CCOc1c(Cl)cc(CNC(C)C(O)c2ccccc2)cc1OC (configuration not stated)	-23	2
CCCC1(CCC)C(=O)NC(=NCc2ccccc2)NC1=O	-52	4
CCOC(=O)C(O)(c1ccc(N(C)C(=O)COc2ccccc2)cc1)C(F)(F)F (configuration not stated)	-5	-13
C/C=C1/C[C@@H](C)[C@](O)(CO)C(=O)OCC2=CCN3CC[C@@H](OC1=O)[C@@H]23	-2	-10
COc1ccc(Cn2c(O)c(/C=N/NC(=O)c3ccncc3)c(=O)[nH]c2=O)cc1	11	0
O=C(CN1CCN(Cc2cccc(Cl)c2)C1=O)N1CCC2(CC1)OCCO2	-7	-3
FC(F)(F)C1=NC(C(F)(F)F)=NP(N2CCOCC2)(N2CCOCC2)=N1	-12	13
NCCCC(=O)OC1N=C(c2ccccc2Cl)c2cc(Br)ccc2NC1=O (configuration not stated)	12	-9
CCCCc1nc2ccccc2c(=O)n1-c1ccc(O)cc1	-16	8
COc1cc([C@H]2OC[C@H]3[C@@H]2CO[C@@H]3c2cc(OC)c(O[C@@H]3O[C@H](CO)[C@@H](O)[C@H](O)[C@H]3O)c(OC)c2)cc(OC)c1O[C@H]1O[C@@H](CO)[C@H](O)[C@@H](O)[C@@H]1O	25	4
O=c1[nH]c(=S)[nH]c(O)c1N=Nc1cccc(S(=O)(=O)N2CCOCC2)c1	5	22
CCOc1ccc(C=C2C(=O)NC(=S)NC2=O)cc1OCC	-4	11
CCNC(=O)[C@H]1O[C@@H](n2cnc3c(N)ncnc32)[C@H](O)[C@@H]1O	6	7
c1ccc([C@@H]2CO2)cc1	-8	2
COC(=O)C1=C(c2ccc(OCc3ccccc3)cc2)C[C@@H]2CC[C@H]1N2C(=O)NCCN1CCOCC1	-25	10
Nc1nc(SCCC(F)=C(F)F)n[nH]1	16	-13
CCN(CC)P(=O)(c1nccn1C)N(CC)CC	2	-8
COc1ccc(OC)c(N=Cc2c(O)n(Cc3ccccc3)c(=S)[nH]c2=O)c1	-9	8
ClCCN(CCCl)c1ccc(C=Cc2ccncn2)cc1	-4	16
Cc1cccc(-n2c(C)nc3ccccc3c2=O)n1	-7	-5
N#CC1c2ccccc2-n2nncc2CN1Cc1cc(Cl)cc(Cl)c1 (configuration not stated)	90	-69

Screening data as filed in PubChem.
